NR2E3 ag-1 = activates human photoreceptor nuclear receptor NR2E3. AID 2300. actives 0.12% (n = 320,000). inhibition of corepressor binding, % at 4.78 µM. GST-NR2E3/biotin-RetCOR TR-FRET, 1536-well;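 active means percent inhibition above the cutoff of mean plus 3 SD of all tested compounds, set per screening campaign, cut at about 20% in these data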;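 further: 0% = DMSO wells and 100% = biotin wells as full block of FRET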
Target sequence (Q9Y5X4 whole entry, looked up): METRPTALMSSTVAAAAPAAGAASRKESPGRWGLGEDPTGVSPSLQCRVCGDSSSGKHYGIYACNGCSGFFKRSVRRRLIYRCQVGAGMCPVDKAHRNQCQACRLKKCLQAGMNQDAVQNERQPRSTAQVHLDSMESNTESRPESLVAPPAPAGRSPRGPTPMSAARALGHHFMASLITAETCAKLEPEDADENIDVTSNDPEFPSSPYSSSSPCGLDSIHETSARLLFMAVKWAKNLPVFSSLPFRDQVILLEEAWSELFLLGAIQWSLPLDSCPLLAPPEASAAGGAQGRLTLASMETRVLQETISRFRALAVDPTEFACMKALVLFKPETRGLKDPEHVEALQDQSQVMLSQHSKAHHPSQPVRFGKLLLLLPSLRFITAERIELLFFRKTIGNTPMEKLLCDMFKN
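Test system: GST-NR2E3 and biotin-RetCOR proteins | Quantity: 1.35 nM GST-tagged NR2E3 final | Medium: Tris pH 7.5 | Also added: 7 nM biotin-RetCOR | Dosing: Compound at 4.8 µM, single dose | Timing: 5 h at 4 °C | Detection: Time-resolved FRET | Read-out basis: Percent inhibition | Benchmarks: Biotin wells as high control, 0.6% DMSO wells as low control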
hiPSC survival = increases survival of single human iPS cells; hiPSC single-cell survival, ATPlite luminescence; 100% = ROCK inhibitor wells, 0% = DMSO; survival enhancement, % at 20 µM; actives 0.044% (n = 360,000); AID 602274; in the data active means survival enhancement above about 18%;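 further: cells exposed to compounds for 16 hours before the ATP read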
TRPM1 prom inh = reduces MITF-dependent TRPM1 promoter luciferase signal. SK-MEL-5 TRPM1 promoter luciferase, 24 h. inhibition, % at 12.5 µM. actives 0.83% (n = 330,000). AID 488899;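 active means mean inhibition across replicates of 60% or more, whatever share of single replicates reaches that level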; further: values of inactives mirror those of a sister screen read the other way
Shn3 inh set2 = reduces Shn3 3'UTR luciferase signal in osteoblasts; AID 588674; Clone20 osteoblast Shn3 3'UTR firefly luciferase, 24 h; actives 0.52% (n = 360,000); inhibition, % at 12.5 µM;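 active means mean inhibition of at least 75% with every replicate also reaching 75%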;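 further: 0% = median of neutral control wells and 100% = pilot-screen positive control compound; some compounds past the cut are filed as inactive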
NR2E3 ag-2 = agonists of human NR2E3 nuclear receptor; Q9Y5X4; CHO-S Gal4-NCOR/VP16-NR2E3 two-hybrid, luciferase; inhibition of corepressor binding, % at 3.98 µM; actives 0.35% (n = 360,000); AID 602229;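 active means inhibition above the mean of all tested compounds plus 3 SD, cut at about 70% in these data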;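 further: 0% = DMSO with NR2E3 transfected cells and 100% = cells lacking NR2E3 construct; higher means lower luciferase signal from less NR2E3 corepressor binding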
H9c2 protect = myocardial damage modulation in H9c2 cells; AID 588492; protection from H2O2 cell death, % at 20 µM; actives 0.63% (n = 360,000); H9c2 cardiomyocytes, H2O2 injury protection, ATPLite, 2 h;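 active means compounds giving at least 50% protection of heart cells from peroxide-induced death in the single-dose screen, raw or plate-pattern-corrected value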;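 further: 0% = DMSO wells with peroxide and 100% = DMSO wells without peroxide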
PDI inh = PDI (human) enzyme inhibition; P07237; inhibition, % at 10 µM; actives 0.052% (n = 350,000); AID 588391; PDI insulin aggregation turbidity, A650, 90 min;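 active means mean inhibition across replicates of 30% or more, whatever share of single replicates reach that level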;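 further: absorbance from insulin aggregation driven by PDI reduction with DTT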
Peg3 promoter = reduces Peg3 promoter-driven luciferase expression in HeLa; HeLa PEG-Prom luciferase reporter, luminescence, overnight; inhibition, % at 20 µM; actives 1.7% (n = 360,000); AID 588405;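 active means inhibition of at least 50% at 20 µM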
m5-HT2A agonist = activates the mouse 5-HT2A serotonin receptor; CHO-K1 mHTR2A beta-arrestin complementation, luminescence; percent of 30 µM serotonin response; activation, % at 7.6 µM; actives 0.66% (n = 360,000); AID 624169;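 active means activation above a run cutoff, the mean activation of all tested compounds plus 3 SD, cut at about 14% in these data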;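 further: 0% = plate median of compound wells and 100% = 30 µM serotonin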
Target sequence (P35363 whole entry, looked up): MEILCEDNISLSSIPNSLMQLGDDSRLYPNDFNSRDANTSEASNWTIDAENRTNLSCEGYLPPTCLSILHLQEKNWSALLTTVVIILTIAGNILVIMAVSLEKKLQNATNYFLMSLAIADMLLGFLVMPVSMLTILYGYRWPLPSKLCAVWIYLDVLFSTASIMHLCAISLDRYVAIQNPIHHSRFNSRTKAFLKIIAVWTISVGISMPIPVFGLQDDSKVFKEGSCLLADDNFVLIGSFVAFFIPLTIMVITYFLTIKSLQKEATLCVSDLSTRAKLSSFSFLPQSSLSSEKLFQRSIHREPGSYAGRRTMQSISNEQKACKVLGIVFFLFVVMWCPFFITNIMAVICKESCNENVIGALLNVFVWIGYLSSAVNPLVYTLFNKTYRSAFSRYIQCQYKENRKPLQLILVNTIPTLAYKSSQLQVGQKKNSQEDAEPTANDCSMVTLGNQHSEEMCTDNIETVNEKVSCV
CaV13 ICDI inh = Primary screen for inhibitors of IQ motif and Ca2+-dependent inactivation inhibitor domain binding in CACNA1D, Förster resonance energy transfer in living cells, …; HEK cells, CFP/YFP FRET ICDI-IQ, plate reader, 10 min; percent FRET-ratio fall versus neutral wells; inhibition, % at 12.3 µM; actives 0.098% (n = 340,000); AID 743397;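 active means mean replicate inhibition of at least 30% and at least 1% of replicates passing that level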;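 further: 0% = median of the neutral control wells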
HIF-2a block = inhibitors of HIF-2a | AID 624352 | actives 0.72% (n = 360,000) | 786-0 RCC cells HIF-2a reporter, luciferase luminescence, overnight | inhibition, % at 18.8 µM;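 active means inhibition of the luminescence signal of 40% or more relative to plate controls, in a single-dose primary screen at 18.75 µM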
* marks the source's active call; other numbers are inactive results; x = no result given.

SMILES	NR2E3 ag-1	hiPSC survival	TRPM1 prom inh	Shn3 inh set2	NR2E3 ag-2	H9c2 protect	PDI inh	Peg3 promoter	m5-HT2A agonist	CaV13 ICDI inh	HIF-2a block
O=C(O)CCNS(=O)(=O)c1ccc(Oc2ccccc2)cc1	1.8	-1.9	0.3	-2.8	-5.2	4.5	1.9	-9.9	1.8	-10.4	18.1
COc1ccccc1C(CNC(=O)C(CCSC)NC(=O)c1ccccc1Cl)N1CCCC1 (centres undefined)	x	0.4	5.1	-9.2	14.5	0.8	1.7	-1.3	-15.2	-6.4	15.9
CCOC(=O)C(C)NC(=O)CCc1nnc2ccc(N3CCC(C)CC3)nn12 (centres undefined)	1.4	-0.6	-14.9	-9.8	-4.0	5.1	-0.7	1.1	2.3	-17.8	25.6
O=C(CSC(=S)N1CCOCC1)Nc1ccc(S(=O)(=O)Nc2ncccn2)cc1	-1.5	0.0	0.3	-0.5	0.0	-3.6	8.2	-3.0	1.4	-3.1	1.0
CC(C)(C)NC(=O)CSc1nnc(Cc2ccccc2)n1CC1CCCO1 (centres undefined)	-4.5	-0.9	5.7	6.5	-2.2	4.7	-4.8	17.6	-2.0	-4.8	9.4
CC(C)CNc1ncnc2c1ncn2[C@H]1CN(Cc2ccc(F)cc2)C[C@@H](CO)O1	x	4.4	x	-11.4	-18.8	-1.1	2.3	3.7	9.3	21.3	6.9
COc1ccc(NC(=O)N2CCN(C(=O)Nc3ccc(OC)cc3)CC2)cc1	0.7	-0.1	7.6	13.1	14.7	0.1	-1.7	6.3	-0.4	1.4	13.5
CNC(=S)N(CCc1c(C)[nH]c2ccc(C)cc12)Cc1cccnc1	0.9	0.0	x	-2.6	-6.5	-0.2	-0.5	14.2	2.4	-5.8	3.7
CCCN(CCC)c1nc(Cl)nc(NCc2ccco2)n1	-4.4	-1.9	-36.7	13.8	-14.9	-5.0	-8.0	9.6	0.5	-3.8	26.4
Cc1ccc(C(=O)N2Cc3ccccc3CC2C(=O)O)cc1 (centres undefined)	-2.8	0.7	15.6	-15.1	-32.5	-0.8	-3.6	-7.5	11.6	-6.9	-5.0
O=C(CO/N=C/c1cccc([N+](=O)[O-])c1)NC1CCCCC1	-1.1	1.7	9.8	-9.8	-3.8	-6.3	-25.0	3.8	0.1	-3.1	7.0
COc1ccc(SCCc2nnc(-c3ccccc3)o2)cc1	0.0	-0.6	-7.9	4.0	4.6	-4.1	3.4	-27.2	1.4	-4.1	-15.1
O=C1NC(Cc2ccc(O)cc2)c2nc3cc(F)ccc3c(=O)n2-c2cc3ccccc3cc21 (centres undefined)	x	-2.1	x	6.1	-11.3	19.4	0.1	47.5	-4.5	-5.7	21.1
CCCCn1c(N)c(N(CC)C(=O)CSCc2c(C)noc2C)c(=O)[nH]c1=O	4.9	0.8	-3.5	-0.9	-9.2	1.7	1.7	0.0	-6.8	-6.9	17.7
CC(C)(C)OC(=O)[C@H](Cc1ccccc1)NC(=O)c1nc[nH]c1C(=O)N1CCc2ccccc2C1	-0.5	3.2	0.2	-12.4	-8.5	11.5	2.1	6.8	10.9	-10.4	13.8
COc1ccccc1NC(=O)COC(=O)CC(C)(C)CC1=NS(=O)(=O)c2ccccc2N1	-4.3	0.2	-0.9	29.7	-2.4	-10.4	3.5	24.1	-3.7	-2.9	15.2
CCn1c(COc2ccccc2)nnc1SCC(=O)NCc1ccco1	3.8	-0.9	-1.9	-6.0	14.8	4.6	-3.7	8.8	-1.5	-5.8	13.6
COc1ccc(N2CCN(C(=O)C3CCN(S(=O)(=O)c4ccc5c(c4)oc(=O)n5C)CC3)CC2)cc1	-6.4	-0.4	4.9	12.3	4.3	-5.6	10.5	12.4	2.7	-7.2	6.9
O=C(Nc1c(F)cc(F)cc1Br)c1cc(-c2ccccc2)on1	7.5	2.8	-1.7	12.8	-46.8	-11.0	3.9	-49.9	-3.5	-3.0	-83.7
Cc1nc(C)n(C(Oc2ccc(Cl)cc2Cl)C(=O)C(C)(C)C)n1 (centres undefined)	3.7	0.4	-0.9	0.2	7.4	2.8	-2.6	7.3	-0.3	3.7	12.1

Profiles, quoted from the list.
Listed for `O=C(Nc1c(F)cc(F)cc1Br)c1cc(-c2ccccc2)on1` → NR2E3 ag-1 = 7.5; hiPSC survival = 2.8; TRPM1 prom inh = -1.7; Shn3 inh set2 = 12.8; NR2E3 ag-2 = -46.8; H9c2 protect = -11.0; PDI inh = 3.9; Peg3 promoter = -49.9; m5-HT2A agonist = -3.5; CaV13 ICDI inh = -3.0; HIF-2a block = -83.7
Listed for `COc1ccc(N2CCN(C(=O)C3CCN(S(=O)(=O)c4ccc5c(c4)oc(=O)n5C)CC3)CC2)cc1` → NR2E3 ag-1 = -6.4; hiPSC survival = -0.4; TRPM1 prom inh = 4.9; Shn3 inh set2 = 12.3; NR2E3 ag-2 = 4.3; H9c2 protect = -5.6; PDI inh = 10.5; Peg3 promoter = 12.4; m5-HT2A agonist = 2.7; CaV13 ICDI inh = -7.2; HIF-2a block = 6.9

Going on with the list:
SMILES	NR2E3 ag-1	hiPSC survival	TRPM1 prom inh	Shn3 inh set2	NR2E3 ag-2	H9c2 protect	PDI inh	Peg3 promoter	m5-HT2A agonist	CaV13 ICDI inh	HIF-2a block
CCCCC(=O)Nc1cc(Cl)ccc1C(=O)O	0.2	0.7	2.1	-0.6	-25.2	-6.6	8.0	5.1	-1.4	6.1	6.8
NC(=O)c1c(NC(=O)c2ccc(F)cc2)sc2c1CCC2	-1.1	-0.4	-38.0	-133.2	-167.6	-10.1	-3.8	-291.3	0.8	-5.3	-303.9
CCCCNC(=O)[C@@](CC)(ONc1ccccc1C(F)(F)F)c1cccc2ccccc12	4.4	-3.9	-2.1	21.4	17.3	-16.6	-1.3	13.9	0.0	-10.6	13.5
C/C(=N\NC(=O)COc1ccccc1-c1ccccc1)c1ccccn1	-2.8	-0.7	83.9*	97.7*	25.3	39.3	-2.8	46.3	0.7	x	13.1
O=C(CNC(=O)c1ccc(Br)cc1)NCC(=O)OCC(=O)c1ccc(F)cc1	x	0.0	5.8	2.5	-0.6	2.1	-5.5	9.8	3.8	x	1.8
CNC(=S)Nc1cccc(C(=O)O)c1	1.2	-0.5	20.1	-6.6	-21.8	3.1	-4.5	16.8	-1.6	-4.1	15.6
Cc1[nH]c2ccc(F)cc2c1CCN(Cc1cccnc1)C(=S)NC(C)(C)C	-0.5	0.6	-7.0	36.0	-6.2	-3.2	-2.8	15.5	-11.9	-2.2	17.8
Cc1ccccc1CC(=O)NCC1CCCCC1	x	0.0	-2.9	6.6	2.0	10.8	8.1	-29.4	6.7	-0.4	-11.4
CN1/C(=C/C(=O)C2CCC2)Sc2ccccc21	7.0	-0.6	-24.0	-17.5	-70.8	2.9	-8.8	-244.9	1.4	-8.3	-308.7
N#CC1(Nc2ccc3ccccc3c2)CCCC1	x	-2.6	-15.5	-45.4	-96.5	-16.8	-2.8	-55.3	5.5	-5.3	-29.4
CNc1nc(Cl)nc2c1ncn2-c1ccccc1	x	-1.6	20.6	-27.4	-11.9	-2.6	-6.9	-3.6	-3.2	-5.0	-51.1
O=C(O)c1ccc(CSc2nnc(-c3ccc(Cl)cc3)o2)cc1	-2.9	-0.3	-5.5	-0.6	-15.2	-8.1	-5.9	-2.8	9.8	-5.0	-25.2
CC12CCC(=O)C=C1CCC1C2CCC2(C)C(C(=O)CO)CC(O)C12 (centres undefined)	x	-1.2	-4.7	1.2	6.2	3.9	-0.8	7.6	-2.2	-5.9	13.1
COC(=O)c1sccc1NC(=O)c1cc(OC)cc(OC)c1	-1.5	2.9	-5.9	10.4	-40.2	24.7	8.9	-3.9	-2.1	-8.0	-4.6
CC(=O)Cn1c(C(F)(F)F)nc2ccccc21	2.3	9.1	19.4	17.2	-20.1	1.6	2.8	-2.9	1.5	x	6.5
N#CC1=C(N)C2=C(N3CCCCC3)CCCC2C1(C#N)C#N (centres undefined)	-1.8	-2.9	-1.4	-6.6	-10.8	10.2	5.0	-0.6	-1.0	x	5.7
COc1cccc(C(=O)OCC(=O)NC(=O)NC2CCCC2)c1O	1.6	-1.1	4.6	-7.3	1.9	1.4	-0.6	16.0	1.4	-4.7	5.6
Cc1ccc(NC(=O)CN2C(=O)CN(C)C2=O)cc1S(=O)(=O)N1CCCCC1	2.9	2.0	2.7	-26.3	4.7	2.0	6.8	6.4	-1.0	-3.1	12.8
CCN(CC)CC(=O)Nc1c2c(nc3ccccc13)N(C)CC2	2.6	0.2	14.7	9.1	3.6	14.5	1.7	-4.1	2.2	-2.1	1.4
O=C(O)CCCC(=O)Nc1ccccc1C(=O)N1CCOCC1	4.2	0.2	-13.3	0.5	-0.3	22.7	-19.7	-2.7	1.8	-2.4	11.7
CC1CCCCC1NC(=O)CO/N=C/c1ccccc1OC(F)F (centres undefined)	-0.5	3.7	3.5	3.8	-17.0	4.8	1.3	18.2	-3.6	12.1	17.6
COc1ccc(-c2ccc([C@H]3[C@@H]4C=CCC[C@@]4(C)C(=O)N3Cc3ccccc3)c(F)c2)cc1	0.9	-0.7	7.1	22.4	5.0	-11.9	4.8	19.0	-0.9	-10.3	22.2
COc1cccc(C=NNC(=O)C2CC2)c1	x	-2.6	3.7	6.1	-38.3	5.4	1.6	-19.5	0.1	-10.4	-31.8
CCC(NC(=S)NCc1ccc(F)cc1)c1ccc(C(C)C)cc1 (centres undefined)	3.2	-0.4	15.8	7.7	11.8	-19.4	-2.6	44.4	-1.2	-5.5	4.0
NC(=O)C1CCN(CCCNC2CC(=O)N(Cc3ccc(N4CCCC4=O)cc3)C2=O)CC1 (centres undefined)	-1.5	-2.0	x	14.8	-20.6	13.5	x	5.1	-0.4	-2.2	7.9
COC(=O)C1=C(C)NC(C)=C(C(=O)OC)C1C1CC=CCC1 (centres undefined)	5.1	-1.5	-1.8	-18.9	-24.4	-10.8	1.8	3.5	0.6	-4.8	-3.7
O=C(CC1SC(=O)N(c2ccccc2)C1=O)Nc1ccccc1 (centres undefined)	3.0	-1.1	2.0	-9.6	-24.8	9.5	-0.6	-8.5	-3.5	-6.8	16.3
CN(C)N1C(=O)CC(NNC(=O)c2ccncc2)C1=O (centres undefined)	0.1	1.1	7.9	14.7	-31.6	10.8	-4.9	14.1	-1.1	-3.9	26.4
CCCC(=O)Nc1ccc(NC(=O)C23CC4CC(CC(C4)C2)C3)cn1	2.9	0.8	-22.8	-24.8	-22.0	-10.0	-0.6	-46.3	-0.4	-5.0	-58.3
CCOc1ccc2nc(SCC(=O)NC(=O)NCc3ccco3)sc2c1	-3.6	0.0	-2.5	-8.5	0.9	-8.4	-4.7	-17.3	1.5	-5.4	-34.6
CCOC(=O)c1sc2nc(SCC(=O)NCc3ccco3)n(Cc3ccccc3)c(=O)c2c1C	2.5	1.2	-4.5	-8.5	-13.4	-1.5	-7.9	6.2	-0.6	-5.9	7.2
O=C(C1=NN[C@@H]2C(=O)N(c3ccccc3C(F)(F)F)C(=O)[C@H]12)c1cnccn1	0.1	0.1	2.6	-10.1	-10.1	0.5	6.7	7.1	-4.2	-2.2	17.4

Compound activity from PubChem.
